OX1R FRET antag: OX1R (human) antagonism; 330,000 tested, 1.8% active; O43613; OX1R-expressing cells, FRET antagonist read-out; inhibition, % at 6.6 µM; AID 485270; in the data active = inhibition mostly above about 38%, no sharp cut-off; inactive = mostly below about 40%;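 note: 0% = agonist challenge alone and 100% = reference antagonist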
Target sequence (O43613 whole entry, looked up): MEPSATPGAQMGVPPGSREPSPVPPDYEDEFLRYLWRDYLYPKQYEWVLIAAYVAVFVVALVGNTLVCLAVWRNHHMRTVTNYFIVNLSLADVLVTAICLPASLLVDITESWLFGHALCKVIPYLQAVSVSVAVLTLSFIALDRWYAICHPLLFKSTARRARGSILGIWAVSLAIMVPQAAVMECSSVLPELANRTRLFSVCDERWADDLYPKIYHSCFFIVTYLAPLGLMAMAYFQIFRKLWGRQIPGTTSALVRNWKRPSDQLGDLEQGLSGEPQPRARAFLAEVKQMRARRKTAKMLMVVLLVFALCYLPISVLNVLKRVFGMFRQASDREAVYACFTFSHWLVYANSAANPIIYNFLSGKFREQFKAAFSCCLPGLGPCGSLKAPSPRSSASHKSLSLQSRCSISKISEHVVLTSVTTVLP
STK33 kinase inh: blocks human STK33 kinase activity; inhibition, % at 10 µM; 320,000 tested, 0.073% active; Q9BYT3; purified STK33, MBP phosphorylation, ADP-Glo luminescence;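 active = inhibition at or above 25%, using the most active replicate where run in duplicate; inactive = inhibition below 25%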
Target sequence (Q9BYT3 whole entry, looked up): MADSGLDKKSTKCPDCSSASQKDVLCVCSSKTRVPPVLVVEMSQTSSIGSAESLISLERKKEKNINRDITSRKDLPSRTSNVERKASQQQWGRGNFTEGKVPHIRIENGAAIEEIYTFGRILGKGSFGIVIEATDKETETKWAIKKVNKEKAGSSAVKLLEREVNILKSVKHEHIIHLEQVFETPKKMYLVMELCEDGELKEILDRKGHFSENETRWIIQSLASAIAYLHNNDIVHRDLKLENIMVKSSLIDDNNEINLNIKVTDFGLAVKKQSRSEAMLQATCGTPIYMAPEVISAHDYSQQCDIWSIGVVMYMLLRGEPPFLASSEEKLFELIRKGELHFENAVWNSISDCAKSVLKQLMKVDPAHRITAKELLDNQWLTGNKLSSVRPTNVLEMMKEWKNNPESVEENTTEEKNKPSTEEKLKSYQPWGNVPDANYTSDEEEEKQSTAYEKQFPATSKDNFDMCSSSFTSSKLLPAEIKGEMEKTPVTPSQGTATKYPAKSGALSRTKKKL
KCNQ2 inh: KCNQ2 potassium channel inhibitors, primary screen, cell-based, CHO-K1, FluxOR thallium flux, B-score (AID 2156). O88943. 20 min; hits give low values. B-score at 10 µM. 310,000 tested, 1.1% active;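 active = fluorescence ratio B-score at most minus 3 library SDs, with starting brightness B-score within 2 library SDs, cut at about -5.5 in these data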
The depositor's hits bear a star; i = inactive; x = no result given.

OX1R FRET antag	STK33 kinase inh	KCNQ2 inh	SMILES
7	-0.9	i	CN(C)S(=O)(=O)c1cccc(C(=O)N(Cc2ccc(F)cc2)Cc2ccco2)c1
4	0.1	i	CCN(CC)CCNC(=O)c1cc2cc(Br)ccc2s1
16	-0.2	i	CCOC(=O)C1CCN(C(=O)CCCn2nc(C)c3c(C)n(-c4ccc(C)cc4)nc3c2=O)CC1
-2	-1.2	i	CCCn1c(C)cc(C(=O)COC(=O)c2ccc[nH]c2=O)c1C
21	-1.8	i	CC(C)CC(NC(=O)C1CCC(C)CC1)C(=O)NCCN1CCOCC1 (stereo not given)
-9	-2.2	i	CCCc1cc(=O)oc2cc(OC(C)C(=O)NC3CC(C)(C)NC(C)(C)C3)ccc12 (stereo not given)
9	0.2	i	O=C(NNC(=O)C1C2CCCCC21)c1coc(=O)c(Br)c1 (stereo not given)
52	0.3	i	CS(=O)(=O)c1nc(-c2ccccc2)cc(-c2ccccc2)c1C#N
55	-0.1	i	NCCCn1c(C(=O)c2ccc(Cl)cc2)c2ccc([N+](=O)[O-])cc2[n+]1[O-]
25	-0.8	i	Cc1cc(NC(=O)c2ccc3c(c2)C(=O)N(CCC(C)C)C3=O)no1
9	-2.1	i	O=C(Nc1ccc(Cl)cc1)C1C2C=CC3(O2)C1C(=O)N(CCN1CCCCC1)C3C(=O)NC1CCCCC1 (stereo not given)
10	0.5	i	O=C(CSc1nc(-c2ccco2)cc(C(F)(F)F)n1)Nc1ccc(C(=O)N2CCCCC2)cc1
11	-1.5	i	CC(C)c1onc(C(=O)NC(C)c2ccccc2)c1[N+](=O)[O-] (stereo not given)
7	-2.1	i	CC(NCC(O)COCc1cccs1)C1CC2CCC1C2 (stereo not given)
43	-1.1	i	COC(=O)c1cc(C(=O)OCC(=O)NC(=O)c2ccccc2)cc([N+](=O)[O-])c1

Filtered by structure, the entries above with fluorine (two)
OX1R FRET antag	STK33 kinase inh	KCNQ2 inh	SMILES
7	-0.9	i	CN(C)S(=O)(=O)c1cccc(C(=O)N(Cc2ccc(F)cc2)Cc2ccco2)c1
10	0.5	i	O=C(CSc1nc(-c2ccco2)cc(C(F)(F)F)n1)Nc1ccc(C(=O)N2CCCCC2)cc1

Remaining list, next part
OX1R FRET antag	STK33 kinase inh	KCNQ2 inh	SMILES
6	-2.1	i	CN(C)C(CNC(=O)CNC(=O)Cc1cccc2ccccc12)c1ccccc1 (stereo not given)
12	-1.5	i	O=C(c1ccccc1)N1CCN(C(=O)c2ccc(OC(F)(F)F)cc2)CC1
10	-2.0	i	O=C(CCNC(=O)Cn1ccc2ccccc2c1=O)NCCc1ccc(Cl)cc1
29	-1.6	i	CC(=O)N(CC1CCCO1)c1nnc(-c2cnccn2)s1 (stereo not given)
80*	-0.4	i	CCN(C(=O)COC(=O)c1cc(S(=O)(=O)Nc2c(C)n(C)n(-c3ccccc3)c2=O)ccc1Cl)C1CCCCC1
10	0.4	i	O=C(Nc1cnn(Cc2ccccc2)c1)NC12CC3CC(CC(C3)C1)C2
18	-1.7	i	COc1ccc2c(c1OC)C(=O)OC2Nc1nc(-c2ccc([N+](=O)[O-])cc2)cs1 (stereo not given)
20	-1.4	i	CCOc1ccc(-n2nnnc2SCC(=O)Nc2cccc(O)c2)cc1
5	0.1	i	NS(=O)(=O)c1ccc(CCNC(=O)CCCC2=NS(=O)(=O)c3ccccc3N2)cc1
13	0.0	i	CCN(CC)c1nc(OC)nc(-n2nnc(C(C)=O)c2C)n1
18	-0.8	i	Cc1ccc(C)c(/C(O)=C2\C(=O)C(=O)N(Cc3cccnc3)C2c2cccnc2)c1 (stereo not given)
17	-0.5	i	Cc1cc(C)c(S(=O)(=O)NCC(=O)NCc2cc(=O)n(C)c(=O)n2C)c(C)c1
17	2.8	i	COc1ccc2[nH]c(=O)c(CN(Cc3cccs3)S(=O)(=O)c3c(C)ccc4nsnc34)cc2c1
14	-1.2	i	COc1ccc(-n2c(COc3ccccc3)nnc2SCc2ccc(C#N)cc2)cc1
12	-1.7	i	O=S(=O)(c1cccs1)N1CN(CC2CCCO2)c2nc3ccccc3nc21 (stereo not given)

The list continues.
OX1R FRET antag	STK33 kinase inh	KCNQ2 inh	SMILES
14	-1.7	i	CCOCCn1cnc2sc(C(=O)Nc3nc(C)c(C(=O)OCC)s3)c(C)c2c1=O
12	0.5	i	Cc1nnc(C)n1/N=C/c1ccccn1
24	-0.5	i	COc1cc(C(=O)N2CCC(n3c(C)nc4cc(F)ccc43)CC2)cc(OC)c1OC
63*	1.7	i	Cc1c(NC(=O)c2ccc([N+](=O)[O-])o2)cccc1-c1nc2ncccc2o1
19	0.2	i	COc1cc2c(cc1OC)CN(C(=O)CSc1nnc3scc(-c4ccccc4)n13)CC2
24	0.1	i	CCN(Cc1ccccc1)C(=O)c1ccc(NC(=O)c2ccc(OC)cc2)cc1
16	-1.3	i	O=C(Nc1cccc(C(F)(F)F)c1)c1cccnc1N1CCCC1
7	-1.0	i	CC1=C(OC(=O)c2ccccc2)C(C)(C)C(c2ccccc2)OC1=O (stereo not given)
18	-0.3	i	CCn1c(=O)c(C(=O)NCc2ccccn2)c(O)c2ccccc21
19	-1.3	-6.7*	COc1cccc(NC(=O)CSc2nc3c(sc4ccccc43)c(=O)n2CCCN2CCCC2)c1
11	x	i	Cc1nc(Cl)c(C(=O)NC(=O)NCc2ccccc2)c(C)c1Cl
56	1.1	i	CC(=O)c1sc2nc(CSc3nncn3C)[nH]c(=O)c2c1C
22	-0.8	i	CCOc1ccc(CC(=O)Nc2c(C(N)=O)oc3ccccc23)cc1OCC
9	-1.2	x	CN(c1ccccc1)S(=O)(=O)c1ccc(C(=O)N2CCCC2)cc1
24	-0.6	i	COc1ccc(NS(=O)(=O)c2ccc(N3CCN(CCO)CC3)c([N+](=O)[O-])c2)cc1

Carrying on.
OX1R FRET antag	STK33 kinase inh	KCNQ2 inh	SMILES
22	-1.5	i	COc1ccc(OC)c(Cc2nnc(CCC(=O)NC3CCCCC3)o2)c1
17	-2.1	i	COc1cccc(-c2cc(C(=O)NCc3ccco3)no2)c1
16	5.0	i	O=C(CO)N/N=C/c1c2ccccc2cc2ccccc12
33	-2.4	i	CC(=O)c1ccc(NC(=S)NC2CCCC(C)C2C)cc1 (stereo not given)
27	-1.2	i	CC(Sc1nc(-c2ccc(F)cc2)cs1)C(=O)N1c2ccccc2CC1C (stereo not given)
22	-0.7	i	Cc1ccc(OC(=O)c2cccc(C(=O)Oc3ccc(C)cn3)n2)nc1
5	-1.0	x	COc1ccccc1C(C)NC(=O)CCNC(=O)c1ccc(Cl)cc1 (stereo not given)
43	0.2	i	O=C(Nc1ccc(F)cc1)N1CCN2C(=O)c3ccccc3C12c1ccccc1 (stereo not given)
25	0.1	i	C=C(C)CSc1[nH]c(=O)cc(C)c1C#N
6	-1.2	i	Cc1cc(C)c(NC(=O)CSc2nc3ccc(N4C(=O)c5ccccc5C4=O)cc3s2)c(C)c1
11	0.4	i	O=C(N/N=C\c1ccc(F)cc1)c1cc(OCC(F)(F)F)ccc1OCC(F)(F)F
5	-1.9	i	Cc1ccc(NC(=O)c2cc(N3C(=O)C=CC3=O)ccc2N2CCOCC2)cc1Cl
-3	-1.1	x	COC(=O)C1OC(OC2CC[C@]3(C)C(CC[C@@]4(C)[C@@H]3CC=C3[C@@H]5CC(C)(C)CC[C@]5(C(=O)OC5OC(CO)C(O)C(O)C5O)CC[C@]34C)C2(C)C)C(O)C(O)C1O[C@H]1OCC(O)C(O)C1O (stereo not given in full)
16	-0.5	i	CCOc1ccc(N(CC(=O)NC(C)(C)C)S(=O)(=O)c2c(C)noc2C)cc1
-1	0.9	x	Cc1ccc(S(=O)(=O)N2CCC(C(=O)OCC(=O)NCc3cccc(Cl)c3)CC2)cc1C

Following part:
OX1R FRET antag	STK33 kinase inh	KCNQ2 inh	SMILES
8	0.6	i	O=C(CCSc1ccccc1)NCCN1CCOCC1
19	-1.0	i	CCC(NC(=O)c1ccccc1Br)c1ccccc1 (stereo not given)
6	-1.3	i	Nc1cccc(-c2nc3ncccc3o2)c1
8	0.7	i	N/C(=N\O)c1ccc(Cl)cc1Cl
21	-0.5	i	Cc1ccccc1N1C(=O)N(c2cccc(C(F)(F)F)c2)C2CS(=O)(=O)CC21 (stereo not given)
23	-1.4	i	Cc1ccc(C=Nc2ccc(N(C)C)cc2)o1
4	-0.9	i	Cc1oc(-c2ccccc2F)nc1CS(=O)(=O)CC(=O)N1CCOCC1
20	-0.3	i	COc1cccc(-c2nnc(NC(=O)c3ccc(S(=O)(=O)N4CCOCC4)cc3)o2)c1
11	-3.7	i	CC(C)c1ccc(OCC(=O)Nc2ccccc2C(=O)N2CCOCC2)cc1
12	1.1	x	Nc1[nH]c(=S)[nH]c(=O)c1-c1ccccc1
-47	-0.4	i	Cc1cc(C)n2c3c(c(C#N)c2n1)CC(C)(C)OC3
8	-1.2	i	COC(=O)CSc1nnc(-c2ccco2)n1-c1ccc(C)cc1
18	-1.2	i	NC(=O)c1nsc(C(=O)N(CC(=O)NCc2ccc3c(c2)OCO3)C2CCCCC2)c1N
31	-0.1	i	CCOC(=O)Cc1csc(NC(=O)CCCc2ccccc2)n1
7	-3.3	i	CCOC(=O)C(NC(C)=O)(Nc1ccc(S(=O)(=O)Nc2cc(C)nc(C)n2)cc1)C(F)(F)F (stereo not given)

Arranged by value in STK33 kinase inh (low to high): 3 of the compounds above
OX1R FRET antag	STK33 kinase inh	KCNQ2 inh	SMILES
6	-1.3	i	Nc1cccc(-c2nc3ncccc3o2)c1
25	-0.8	i	Cc1cc(NC(=O)c2ccc3c(c2)C(=O)N(CCC(C)C)C3=O)no1
24	-0.6	i	COc1ccc(NS(=O)(=O)c2ccc(N3CCN(CCO)CC3)c([N+](=O)[O-])c2)cc1

Compound profiles, as listed above:
Entry for O=C(CCSc1ccccc1)NCCN1CCOCC1 → OX1R FRET antag = 8; STK33 kinase inh = 0.6; KCNQ2 inh = i
Entry for CCOC(=O)Cc1csc(NC(=O)CCCc2ccccc2)n1 → OX1R FRET antag = 31; STK33 kinase inh = -0.1; KCNQ2 inh = i

New compounds follow
OX1R FRET antag	STK33 kinase inh	KCNQ2 inh	SMILES
3	-0.9	i	COc1ccc(NC(=O)C2OC3OC(C)(C)OC3C3OC(C)(C)OC23)cc1 (stereo not given)
24	-1.3	i	COc1cc(OC)cc(C(=O)NNC(=O)c2cc(=O)[nH]c3ccccc23)c1
33	-0.7	i	Cc1c(NC(=O)/C(C#N)=C/c2ccc(-c3ccc(Cl)cc3)o2)c(=O)n(-c2ccccc2)n1C
13	-6.0	i	COc1ccc(C(=O)C(OC(=O)CNC(=O)c2ccco2)c2ccccc2)cc1 (stereo not given)
23	-1.5	i	CCN(C(=O)COC(=O)CSc1cc(C)c2ccccc2n1)c1ccccc1
35	0.1	i	COc1cccc(NC(=O)c2cc(CN3C(=O)c4ccccc4C3=O)ccc2OC)c1
8	-0.9	i	C/C(=N\NC(=S)NCc1ccccc1)c1ccc(Cl)s1
9	0.5	i	Clc1ccccc1-c1nc2ccccc2c2nncn12
27	0.8	i	Cc1nnc2c(Oc3ccccc3)nc3ccccc3n12
20	-0.9	i	O=C(N/N=C/c1ccc[nH]1)c1ccc(COc2cccc3cccnc23)cc1
6	0.4	i	Cc1nc2ccccc2c(=O)[nH]1
9	0.0	i	N#Cc1c(NC(=O)CSc2nnc(-c3ccco3)n2-c2ccccc2)sc2c1CCC2
17	-2.5	i	CCOc1ccc(C(C)=O)cc1CSc1nnc(N)s1
9	-2.2	i	CC(CN1CCC(n2nccc2NC(=O)C2CCCC2)CC1)c1ccccc1 (stereo not given)
16	-1.8	i	Clc1ccccc1Nc1ncnc2c1nnn2Cc1ccccc1

5 compounds already listed, arranged by molecular weight, smallest number first.
OX1R FRET antag	STK33 kinase inh	KCNQ2 inh	SMILES
25	0.1	i	C=C(C)CSc1[nH]c(=O)cc(C)c1C#N
19	-1.0	i	CCC(NC(=O)c1ccccc1Br)c1ccccc1 (stereo not given)
7	-1.0	i	CC1=C(OC(=O)c2ccccc2)C(C)(C)C(c2ccccc2)OC1=O (stereo not given)
55	-0.1	i	NCCCn1c(C(=O)c2ccc(Cl)cc2)c2ccc([N+](=O)[O-])cc2[n+]1[O-]
10	-2.0	i	O=C(CCNC(=O)Cn1ccc2ccccc2c1=O)NCCc1ccc(Cl)cc1

(listing goes on)
OX1R FRET antag	STK33 kinase inh	KCNQ2 inh	SMILES
18	0.5	-12*	C=CCc1ccccc1OCC(O)CN1C(=O)c2ccccc2C1=O (stereo not given)
13	-0.5	i	Clc1ccc(-c2nc3ncccn3c2Nc2ccc3c(c2)OCO3)cc1
77*	0.0	i	O=C1CN(S(=O)(=O)c2ccc([N+](=O)[O-])cc2)CC(=O)N1
3	0.3	x	Cc1ccc(/C=C/C(=O)OCC(=O)Nc2cccnc2Cl)cc1
16	-1.8	i	COc1ccc(Cl)cc1NC(=O)C1CC(=O)N(c2ccc(F)cc2)C1 (stereo not given)
16	0.0	i	Cc1sc2nc3c(SC(C)C(=O)O)cc(C(=O)c4ccccc4O)cn3c(=O)c2c1C (stereo not given)
23	-0.2	i	COc1ccc(NS(=O)(=O)c2ccc(OC)c(OC)c2)cc1OC
15	-0.9	i	O=C(CSc1nc(-c2ccco2)cc(C(F)(F)F)n1)Nc1ccc2c(c1)OCO2
4	-0.1	i	Cc1ccc(OCc2nnc(SCC(=O)N3c4ccccc4Sc4ccc(Cl)cc43)o2)cc1
10	-1.6	i	COc1cccc(C2C(C(=O)/C=C/c3ccco3)=C(O)C(=O)N2CCN2CCOCC2)c1 (stereo not given)
9	0.7	i	Nc1ncnc2c1ncn2C1CCC(CO)C(O)C1 (stereo not given)
1	-2.7	i	O=c1oc2ccccc2c(O)c1Sc1ccc(Cl)cc1
9	-3.0	i	COCCNC(=O)CSc1nnc(-c2ccccc2F)n1Cc1ccccc1
12	-1.9	i	COc1cccc(-c2nnc(NC(=O)C3CCCCC3)o2)c1
2	-3.0	i	O=C(NCc1ccc(Cl)cc1)c1cc2c(nc3sccn32)s1
4	1.1	x	O=C(CN1CCN(c2ccccc2)CC1)Nc1nccs1
